Bioassay records deposited in PubChem by several laboratories.
Yfh1-off respiration – mitochondrial function rescue without frataxin homolog – Friedreich's ataxia, plus single-dose screen, dose response (AID 1465). S. cerevisiae Yfh1-off respiration, WST-1 reduction, 72 h; higher fold induction means a stronger effect. one-dose fold induction at 50 µM; EC50 in µM for titrated hits. 220,000 compounds, 0.074% hits;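 active = fold induction of absorbance versus untreated yeast above a set limit, then at least 30% activation at any dose in follow-up; inconclusive = repeats straddling the limit, or above it without dose testing; inactive = fold induction below the set limit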;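 note: activators that raise dye reduction in frataxin-depleted yeast; strong numbers were not always called active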
AID2073 – inhibitors of Mint1-CaV2.2 protein interaction, biochemical, HTRF (AID 2073); HTRF protein-protein interaction, Mint1-CaV2.2; higher % means a stronger effect; one-dose inhibition, % at 20 µM; IC50 in µM for titrated hits; 290,000 compounds, 0.19% hits; in the data active = inhibition mostly above about 51%, no sharp cut-off; inconclusive = no clear call, values can overlap the other calls; inactive = mostly below about 53%; note: some results filed as inactive read as strong as hits
NOD1 inhibition – inhibition of NOD1-driven NF-kB reporter – cell-based, luminescence, uHTS, primary screen (AID 1578) | 290,000 compounds, 1% hits | inhibition, % at 4 µM, or EC50 in µM where a hit was titrated | NOD1-driven NF-kB luciferase reporter cells, luminescence; higher % means a stronger effect; in the data active = inhibition mostly above about 36%, no sharp cut-off; inactive = mostly below about 34%;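 note: HEK-293T reporter cells stimulated with the NOD1 agonist gamma-tri-DAP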
HIV fusion peptide – inhibitors of HIV fusion peptide binding, primary screen, biochemical, uHTS, fluorescence dequenching (AID 1986). cell-free peptide binding, fluorescence dequenching, 30 min; higher % means a stronger effect. inhibition, % at 20 µM, or IC50 in µM where a hit was titrated. 290,000 compounds, 0.3% hits; in the data active = inhibition mostly above about 52%, no sharp cut-off; inactive = mostly below about 76%; note: some results filed as inactive read as strong as hits
KOR beta-arrestin-1 – kappa opioid receptor activators – cell-based, luminescence, uHTS, primary screen (AID 1777); 280,000 compounds, 0.02% hits; activation, % at 10 µM, or EC50 in µM where a hit was titrated; KOR beta-arrestin recruitment, luminescence; higher % means a stronger effect; in the data active = activation above about 50%, passing the limit was not always enough; note: a part of the inactive calls stands beside numbers as strong as those of hits
Dengue-2 NS5 capping – flavivirus cap methylation enzyme inhibition – biochemical, confirmation dose response, primary screen (AID 588689). inhibition, % at 25 µM, or IC50 in µM where a hit was titrated. Dengue-2 NS5 methyltransferase capping enzyme assay, biochemical; higher % means a stronger effect. 340,000 compounds, 0.3% hits; in the data active = a potency from the dose series; inconclusive = inhibition above about 29% without an active follow-up result
West Nile antiviral – inhibition of WNV-induced cytopathic effect – cell-based, CPE readout (AID 1621). West Nile virus-infected cells, CPE inhibition; higher % means a stronger effect. 290,000 compounds, 0.02% hits. CPE inhibition, % at 10 µM; hits with a dose series show IC50 in µM; in the data active = a potency from the dose series; inconclusive = CPE inhibition mostly from about 3.7% at the one dose, without a potency; inactive = the rest, 99 in 100 with CPE inhibition below about 2.2%; note: strong numbers were not always called active
KOR beta-arrestin-2 – kappa opioid receptor blockers – cell-based, luminescence, uHTS (AID 1778); KOR beta-arrestin recruitment, luminescence, antagonist mode; higher % means a stronger effect; one-dose inhibition, % at 10 µM; IC50 in µM for titrated hits; 290,000 compounds, 0.091% hits; note: strong numbers were not always called active
NOD2 inhibition – inhibition of NOD2-driven NF-kB reporter – cell-based, luminescence, uHTS, HEK293 (AID 1566) | HEK293 NOD2/NF-kB luciferase reporter, luminescence; higher % means a stronger effect | inhibition, % at 4 µM; hits with a dose series show EC50 in µM | 290,000 compounds, 0.63% hits; note: many of its hits are not listed in these tables
* = called active by the depositor; i = inactive; ? = inconclusive; . = no result given; [ ] = another dose, or the depositor's remark. Cut-off read from the data, not from the text of the source, unless noted: active = inhibition above about 50%; inactive = the rest.

molecule	Yfh1-off respiration	AID2073	NOD1 inhibition	HIV fusion peptide	KOR beta-arrestin-1	Dengue-2 NS5 capping	West Nile antiviral	KOR beta-arrestin-2	NOD2 inhibition
Cc1cc(/C=N/n2cnnc2)c(C)n1-c1ccccc1	i	7%	-12%	0.0%	6.2%	-7%	-0.1%	1%	-13%
CC1CN(c2ccc(S(=O)(=O)N3CCCC3)cn2)CC(C)O1 (configuration not stated)	i	1%	-5%	-1.4%	1.8%	-3%	0.1%	21%	15%
O=C(NCc1ccc(F)cc1)c1cc(C(=O)C2CC2)c[nH]1	.	8%	-19%	-0.9%	-1.9%	-1%	-0.4%	9%	14%
COc1cc(N2CCCC2)c(OC)cc1/C=C(/C#N)c1ccc(F)cc1	i	4%	-2%	16%	-3.7%	?	-0.3%	4%	7%
O=C(COC(=O)CCc1nc2ccccc2n1-c1ccccc1)Nc1ccc(N2CCCCC2)cc1	i	2%	-28%	-0.3%	-2.0%	0%	-0.5%	-23%	16%
O=S(=O)(N1CCCCC1)N1CCNCC1	i	-1%	11%	-0.6%	-1.1%	-7%	-0.3%	4%	2%
CCOCCCNC(=O)c1c[nH]c2cc(C)ccc2c1=O	i	4%	9%	1.1%	26%	-1%	-0.4%	-18%	-22%
CCOc1ccc(CCNC(=O)c2ccc(=O)[nH]c2)cc1OCC	.	6%	-20%	-0.2%	3.9%	1%	0.1%	4%	9%

An excerpt from above in order of heavy-atom count, rising.
molecule	Yfh1-off respiration	AID2073	NOD1 inhibition	HIV fusion peptide	KOR beta-arrestin-1	Dengue-2 NS5 capping	West Nile antiviral	KOR beta-arrestin-2	NOD2 inhibition
Cc1cc(/C=N/n2cnnc2)c(C)n1-c1ccccc1	i	7%	-12%	0.0%	6.2%	-7%	-0.1%	1%	-13%
O=C(NCc1ccc(F)cc1)c1cc(C(=O)C2CC2)c[nH]1	.	8%	-19%	-0.9%	-1.9%	-1%	-0.4%	9%	14%
O=C(COC(=O)CCc1nc2ccccc2n1-c1ccccc1)Nc1ccc(N2CCCCC2)cc1	i	2%	-28%	-0.3%	-2.0%	0%	-0.5%	-23%	16%

The list continues.
molecule	Yfh1-off respiration	AID2073	NOD1 inhibition	HIV fusion peptide	KOR beta-arrestin-1	Dengue-2 NS5 capping	West Nile antiviral	KOR beta-arrestin-2	NOD2 inhibition
Cc1c(-c2nnc(-c3ccc(C(F)(F)F)cc3)o2)cnn1-c1ccccc1	i	9%	-6%	0.8%	-6.9%	3%	-0.3%	10%	12%
COc1ncccc1C(=O)NC1CCCc2c1cnn2-c1ccc(C)c(C)c1 (configuration not stated)	.	0%	33%	2.6%	6.7%	5%	-0.2%	-18%	39%
O=c1cc(CN2CCOCC2)c2cc(Cl)c(O)cc2o1	.	28%	-20%	-0.6%	-3.5%	-1%	-0.3%	-28%	9%
COc1cc(NC(=O)Cc2c(C(=O)O)[nH]c3ccccc23)cc(OC)c1OC	i	5%	-2%	4.5%	6.8%	2%	-0.7%	-45%	-7%
CC1=C(C(=O)OC(C)C)C(/C=C/c2ccccc2)NC(=O)N1 (configuration not stated)	.	6%	-3%	1.4%	-8.9%	-3%	.	-12%	8%
O=C(c1ccco1)N1CCN(Cc2cccc(C(F)(F)F)c2)CC1	.	0%	-3%	3.1%	-0.9%	-7%	-1.1%	-46%[20 µM]	2%
O=C(Nc1cccc(Cl)c1)c1ccc(=O)[nH]n1	.	8%	-4%	-1.4%	4.9%	2%	-0.5%	15%	-12%
COCCCNC(=O)CNC(=S)N(Cc1ccc(F)cc1)C1CCCCC1	i	-22%	19%	0.3%	-6.4%	-11%	-0.6%	-4%	8%
CCCCOc1ccc(C(=O)N(CC)CC(=O)NCc2cccs2)cc1	.	7%	-6%	-0.3%	3.3%	-6%	-0.3%	-7%	8%
COC(=O)Cc1cc(=O)n2[nH]c(C)c(-c3ccccc3)c2n1	i	36%	4%	2.3%	4.2%	4%	0.1%	-10%	7%
O=C(NCCN1C(=O)C2C3C=CC(C3)C2C1=O)Nc1cccnc1 (configuration not stated)	i	?	-4%	0.0%	6.1%	-1%	-0.1%	-13%	13%
Cc1cccc(NC(=O)c2cc([N+](=O)[O-])ccc2N2CCCCC2)n1	i	-8%	-5%	-1.2%	-0.3%	-2%	-0.7%	-19%	6%
CC(C(=O)Nc1ccc2c(c1)OCO2)N(c1ccc(Cl)cc1)S(C)(=O)=O (configuration not stated)	i	-3%	-10%	-1.8%	5.8%	1%	-0.4%	-10%	-5%
COc1ccc(NC(=O)C(NCC(C)C)c2ccccc2)cc1Cl (configuration not stated)	i	4%	-13%	1.7%	-0.6%	.	-0.1%	-7%	-1%
CN1CCC/C1=C1/C(=O)N(c2ccccc2)N=C1NC(=O)Nc1cccc(Cl)c1	i	1%	-24%	0.1%	1.4%	14%	1.2%	3%	15%
[N-]=[N+]=NC[C@H](c1ccccc1)N1CCN(Cc2ccccc2)CCC1=O	.	-3%	-27%	1.2%	-2.4%	-2%	-0.8%	4%[20 µM]	6%
CCC(C)(C)NC(=O)CN(C(=O)CCC(=O)Nc1nccs1)c1cccc(C)c1	.	-2%	-24%	-0.7%	0.3%	.	-1.6%	10%	5%
O=[N+]([O-])c1ccccc1N/N=C\c1ccccc1Cl	i	8%	-31%	0.4%	-5.9%	-2%	-0.5%	22%	-102%
COc1ccc(NS(=O)(=O)c2ccc(NC(=O)C3CCCO3)cc2)cc1 (configuration not stated)	i	6%	-1%	0.9%	-1.0%	-3%	-0.5%	17%	10%
COc1ccc(S(=O)(=O)Nc2ccc(Cl)cn2)c(C)c1C	i	20%	0%	1.3%	-1.5%	-6%	-0.3%	9%	9%
COc1cccc(-n2c(Cn3nc(C(F)F)cc3C(F)F)n[nH]c2=S)c1	i	4%	-30%	0.7%	0.0%	1%	0.1%	-21%	1%
CCOc1ccc(/C=N/NC(=S)Nc2c(C)cccc2C)cc1	i	-19%	-6%	1.0%	-1.9%	-4%	-0.6%	-8%	-62%
COc1ccc(O)c(/C=N/NC(=S)Nc2cccc(S(=O)(=O)N(C)C)c2)c1	>100µM*	14%	-37%	2.9%	8.8%	-6%	-1.5%	-26%	-57%
O=C(CNC(=O)c1ccccc1)OCc1nc2ccccc2s1	i	17%	-39%	4.3%	1.5%	-14%	1.1%	2%	-43%
COc1ccc(CN(Cc2nc3ccccc3c(=O)[nH]2)C(=O)C(C)(C)C)cc1	i	-3%	10%	-4.5%	-0.9%	-3%	-1.1%	16%	11%
Cc1ccccc1OCCSc1nc(N(C)C)nc(N(C)C)n1	i	15%	-5%	-0.4%	-3.0%	-1%	-0.4%	7%	15%
COc1ccc(OC)c(S(=O)(=O)NC2CCN(Cc3ccccc3)CC2)c1	i	-1%	-20%	1.4%	5.3%	1%	-0.8%	15%	0%
COc1ccc(OC)c(NC(=O)c2ccc(-n3cccn3)nc2)c1	i	34%	-2%	51%	1.5%	-2%	-0.3%	-5%	3%
O=P1(O)C=C(c2ccccc2)NC(c2ccccc2)=C1	i	-3%	5%	0.8%	-4.9%	-1%	-0.3%	21%	12%
CCc1cccc(C)c1NC(=S)N(CCCN1CCN(C)CC1)Cc1cccs1	i	-20%	-7%	-0.3%	4.4%	-5%	-1.0%	-24%	1%
O=C(Nc1nccs1)c1cc2sccc2n1Cc1ccc(Cl)cc1	i	23%	-55%	-1.5%	11%	2%	-0.1%	5%	-13%
CCN(CC)CCN(C(=O)/C=C/c1cccs1)c1nc2ccc(F)cc2s1	.	8%	-3%	-0.9%	0.0%	-11%	0.3%	-21%	10%
CCN(CC)CCNC(=O)/C(=C/c1cn(CC)c2ccccc12)NC(=O)c1cc(OC)c(OC)c(OC)c1	i	7%	-39%	2.3%	7.6%	-3%	-0.3%	-17%	2%
Cc1ccc2nc(Cl)c(CNCc3ccccc3)cc2c1	i	-2%	-29%	0.7%	.	-4%	-0.4%	-70%[20 µM]	-57%
O=C(/C=C/c1ccco1)NCCCN1CCOCC1	i	-2%	-25%	1.3%	.	3%	0.6%	-2%[20 µM]	11%
COc1ccc(CCNC(=O)CN2CCC(n3nnc4cc(F)ccc43)CC2)cc1OC	.	-4%	-2%	-1.2%	.	-6%	.	-7%	11%
CC(C)N(C(=O)CN1CCC(c2nc3ccccc3[nH]2)CC1)C(C)C	.	4%	-28%	1.5%	5.5%	4%	-0.4%	-32%	-9%
COc1ccc(C2CC(=O)C(C=NCCN3CCN(C(=S)Nc4ccccc4)CC3)=C(O)C2)cc1OC (configuration not stated)	i	-7%	-14%	2.5%	-4.2%	.	0.2%	2%	12%
Cc1ccc(C(=O)CSc2nnc(CNc3ccc(F)cc3)o2)cc1	i	-4%	-20%	-1.5%	-2.7%	0%	0.3%	10%	10%
O=C(c1ccc(Cn2c(=O)[nH]c3ccccc3c2=O)cc1)N1CCN(c2ccc(F)cc2)CC1	i	9%	2%	1.4%	4.9%	-2%	0.3%	-24%	14%
Cc1ccc(S(=O)(=O)N2CCCC(C(=O)NCCc3ccc4c(c3)OCO4)C2)cc1 (configuration not stated)	i	-2%	4%	0.5%	-3.2%	-3%	-0.6%	1%	-29%
Cc1ccc(N(CC(=O)N2CCn3c2nc2ccccc23)S(=O)(=O)c2c(C)n[nH]c2C)cc1	i	-9%	4%	9.4%	.	-6%	0.0%	.	6%
CCC(C(=O)Nc1cccc(C(=O)O)c1C)c1ccccc1 (configuration not stated)	i	-8%	-27%	1.0%	-4.0%	-1%	0.4%	16%	-6%
Cc1ccc(S(=O)(=O)NNC(=O)C(O)(c2ccccc2)c2ccccc2)cc1	i	-2%	-8%	-0.9%	2.9%	-5%	-0.2%	8%	2%
CCOC(=O)Cc1sc(N)nc1C	i	-9%	-34%	1.7%	2.8%	-6%	0.3%	-21%	-8%
CCN(CC)C(=O)c1cn(C)c2ccc(S(=O)(=O)N(CC)CC)cc2c1=O	i	3%	-14%	1.7%	0.0%	-4%	-0.2%	29%	8%
Cc1c(C)n(CCCN(C)C)c2ncnc(NC3CCCCC3)c12	.	-2%	-12%	2.5%	-2.5%	-6%	-0.6%	-26%	4%
CC(OC(=O)CNC(=O)C12CC3CC(CC(C3)C1)C2)C(=O)Nc1ncc(Cl)cc1Cl (configuration not stated)	i	0%	-13%	-1.7%	-0.4%	-1%	-0.2%	-71%	10%
CCOc1cccc2cc(-c3csc(NC(=O)CCC(=O)NCCCN4CCC(C)CC4)n3)c(=O)oc12	i	6%	-39%	-1.7%	-2.7%	.	1.2%	2%	-56%
COc1cc(C(=O)Nc2scc(-c3ccc(C)cc3)c2C(=O)O)cc(OC)c1OC	.	23%	13%	14%	1.3%	3%	1.1%	-48%[20 µM]	43%
CCn1cc(C(=O)N2CCCC2)c(=O)c2cc(S(=O)(=O)N3CCC(C)CC3)ccc21	.	7%	-2%	0.2%	-1.6%	1%	0.6%	16%	-9%
CC1CC(C)(C)NC(=S)N1CCCC(=O)Nc1ccc(F)cc1 (configuration not stated)	i	-12%	-21%	0.2%	-2.3%	-4%	0.3%	19%	10%

An excerpt (hit frequency here may not be typical).
